S100A4 MyoIIA: inhibitors of S100A4-myosin IIA peptide binding, primary screen, biochemical, fluorescence polarization, TAMRA-MyoIIA peptide | Protein S100-A4 (Homo sapiens), P26447 | 360,000 tested, 0.14% active | inhibition, % at 10.7 µM;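 active = mean inhibition of at least 70% across replicates, with every replicate also reaching that level; inconclusive = mean inhibition reaches 70% but some replicates fall short; inactive = mean inhibition below 70%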
Target sequence (P26447 whole entry, looked up): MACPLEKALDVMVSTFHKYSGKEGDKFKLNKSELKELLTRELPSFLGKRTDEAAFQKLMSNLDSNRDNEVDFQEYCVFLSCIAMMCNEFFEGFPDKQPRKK
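Material: S100A4 monomer protein | Medium: HEPES pH 7.2 with CaCl2, KCl, NaCl, DTT, Triton | Reagent: Labelled myosin peptide probe, 5 nM | Doses: One dose per compound | Times: 5 min incubation before reading | Benchmarks: Neutral control DMSO, positive control TFP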
DENV2 CPE: inhibitors of DENV2 cytopathic effect, primary screen, cell-based, plate reader, single concentration; AID 651640, 2012; 350,000 tested, 1.7% active; CPE inhibition, % at 9.99 µM; DENV2-infected cells, cytopathic effect rescue; in the data active = CPE inhibition above about 20%, passing the limit was not always enough; inconclusive = no clear call, values can overlap the other calls; tested in BHK-21 cells;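 also: 0% = median of neutral control wells and 100% = median of positive control wells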
E-sel inducer: E-selectin induction in HUVECs, primary screen, imaging, HUVEC, immunofluorescence imaging, single point | P16581 | normalized: neutral wells 0, TNF-alpha wells 100 | activation, % at 7.58 µM | 260,000 tested, 0.37% active;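 active = mean E-selectin-positive cell signal at least 10% of the positive control, reached in at least 60% of replicates, without over 20% cell loss; inconclusive = no rule given, readout overlaps actives, possibly toxicity-flagged; inactive = the rest, including those meeting only one limit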;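 also: in these data hits start at about 27%; measured in HUVEC primary endothelial cells; signal is the percent of cells scored E-selectin positive by PE staining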
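System: HUVEC / Compound: single concentration / Signal: immunofluorescence imaging / Read-out: percent E-selectin-positive cells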
PglD DTNB: C. jejuni PglD acetyltransferase inhibitors, primary screen, biochemical, DTNB colorimetric, single point; 360,000 tested, 0.098% active; AID 602405, 2012; UDP-N-acetylbacillosamine N-acetyltransferase PglD (Campylobacter jejuni); purified PglD enzyme, DTNB colorimetric CoA detection; inhibition, % at 12.5 µM; in the data active = inhibition above about 16%, passing the limit was not always enough; inconclusive = no clear call, values can overlap the other calls; also: strong numbers were not always called active
SIRT5 inh: SIRT5 desuccinylase inhibitors, primary screen, biochemical, fluorescence imaging, single point, set 5; inhibition, % at 15 µM; 330,000 tested, 1.1% active; Purified SirT5, succinyl-peptide AMC, trypsin-coupled fluorescence; AID 652115, 2013; NAD-dependent protein deacylase sirtuin-5, mitochondrial (Homo sapiens), Q9NXA8; in the data active = inhibition above about 15%; inconclusive = no clear call, values can overlap the other calls
Target sequence (Q9NXA8 whole entry, looked up): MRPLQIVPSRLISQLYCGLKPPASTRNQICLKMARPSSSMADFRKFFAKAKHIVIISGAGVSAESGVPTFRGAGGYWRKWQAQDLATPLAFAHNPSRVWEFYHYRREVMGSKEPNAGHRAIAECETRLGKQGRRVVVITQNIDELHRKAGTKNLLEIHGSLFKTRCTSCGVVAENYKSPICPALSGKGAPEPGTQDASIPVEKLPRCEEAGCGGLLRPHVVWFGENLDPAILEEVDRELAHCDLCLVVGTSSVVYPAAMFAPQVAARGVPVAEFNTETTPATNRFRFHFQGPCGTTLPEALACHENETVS
C2C12 statin: suppressors of statin myotoxicity in C2C12 myotubes, primary screen, cell-based, single point, plate reader | C2C12 myotubes + simvastatin, ATP luminescence, 48 h; scaled: DMSO 0, geranylgeraniol control 100 | rescue of ATP level, % at 7.49 µM | 330,000 tested, 0.78% active | AID 602340, 2012;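 active = mean ATP rescue above about 67%, or every replicate alone reaching that limit, limit read from the data, passing the limit was not always enough; inconclusive = no clear call, values can overlap the other calls; inactive = mean under the limit and some replicate under it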;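 also: myotubes were challenged with 10 µM simvastatin during compound exposure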
ERp5 inh: inhibitors of ERp5-driven insulin aggregation, primary screen, biochemical, turbidity, absorbance 650 nm, single point | inhibition, % at 9.99 µM | AID 651711, 2012 | 90 min | 350,000 tested, 0.05% active;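 active = mean replicate inhibition above about 25%, with every replicate also reaching it, limit read from the data, passing the limit was not always enough; inconclusive = only one of those two criteria met; inactive = neither criterion met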
Target sequence (Q15084 whole entry, looked up): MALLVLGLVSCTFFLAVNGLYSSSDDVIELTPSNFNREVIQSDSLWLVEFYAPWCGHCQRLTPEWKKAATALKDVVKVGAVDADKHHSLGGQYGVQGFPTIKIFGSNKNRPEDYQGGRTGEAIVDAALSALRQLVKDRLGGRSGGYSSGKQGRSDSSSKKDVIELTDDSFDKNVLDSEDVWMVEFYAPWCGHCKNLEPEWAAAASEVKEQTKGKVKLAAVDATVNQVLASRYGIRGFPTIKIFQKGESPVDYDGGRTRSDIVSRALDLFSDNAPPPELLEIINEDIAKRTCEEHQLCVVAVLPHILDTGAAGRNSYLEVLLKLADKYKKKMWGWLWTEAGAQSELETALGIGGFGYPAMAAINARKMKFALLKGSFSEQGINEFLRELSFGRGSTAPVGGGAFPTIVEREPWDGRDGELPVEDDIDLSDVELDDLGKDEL
* marks the source's active call; other numbers are inactive results; u = inconclusive; x = not tested or not shown. Some of the compounds tested (hit frequency here may not be typical).

no.	SMILES	E-sel inducer	ERp5 inh	S100A4 MyoIIA	SIRT5 inh	C2C12 statin	DENV2 CPE	PglD DTNB
1	COc1ccc(NC(=O)Nc2ccc3c(c2)C(=O)N([C@@H](C)CO)C[C@@H](C)[C@@H](CN(C)Cc2ccc(C(=O)O)cc2)O3)cc1	-3.9	6	4	x	x	-3	0
2	CN(C)CCOC(=O)CC12CC3CC(C1)CC(CC(=O)OCCN(C)C)(C3)C2	0.9	-5	-1	-4	x	u	4
3	Cc1cnc(NC(=O)Cc2cccs2)s1	x	-6	-2	-2	x	6	x
4	COCC(=O)N[C@H]1C=C[C@H](CC(=O)N2CCCCC2)O[C@H]1CO	-0.1	-2	-6	1	7	14	8
5	CC(=O)NC(=S)Nc1ccc(NC(=O)COc2ccc(C(C)C)cc2)cc1	x	-1	-1	x	-20	1	-6
6	COc1ccc(-c2ccc3[nH]c4c(c3c2)CCN2C[C@@H]([C@H](C)OC(=O)Nc3cc(Cl)cc(Cl)c3)[C@@H](N(C)C(=O)Nc3cc(Cl)cc(Cl)c3)C[C@@H]42)cc1	0.6	6	-10	-11	23	14	-8
7	CCc1ccccc1N(C(=O)CNC(=O)c1ccco1)C(C(=O)NC1CCCC1)c1cccnc1 (configuration not stated)	2.0	4	1	-2	0	-2	3
8	O=C(CSc1ccc(-c2ccco2)nn1)NCc1ccc2c(c1)OCO2	3.9	0	-4	-2	x	-2	x
9	CCN(CC(=O)Nc1ccc(OC)cc1)C(=O)c1ccc2c(c1)NC(=O)C(C)S2 (configuration not stated)	x	1	-4	-1	-23	u	3
10	CN(C)c1ccc(CN(C(=O)COc2ccc(F)cc2)C2CCS(=O)(=O)C2)cc1 (configuration not stated)	x	1	-5	0	40	6	x
11	C[C@H]1CN([C@@H](C)CO)S(=O)(=O)c2ccc(/C=C/c3ccccc3)cc2O[C@H]1CN(C)Cc1cncnc1	-0.1	1	0	8	7	u	2
12	O=C(NCCOc1ccccc1-c1ccccc1)c1ccco1	-0.1	6	1	-7	x	15	x
13	COc1cc2oc(=O)cc(CN3CCN(c4ccccc4OC)CC3)c2cc1Cl	-0.1	0	-1	-2	13	0	6
14	COC(=O)c1c(CC[C@@H](CO)NC(=O)N[C@H](Cc2ccccc2)Cn2cc(-c3ccccn3)nn2)oc(C(C)=O)c1C(=O)OC	x	-1	-1	-11	x	31*	3
15	Cc1cc(C(=O)COc2ccc3ccc(=O)oc3c2)c(C)n1C	x	4	-3	-5	x	u	x
16	COc1ccccc1N1CCN(C(=O)C(CC(C)C)NC(=O)C2CCCCC2)CC1 (configuration not stated)	-0.1	3	0	x	35	-6	2
17	COC(=O)[C@]12CCCCC=C1N(Cc1ccc(Cl)cc1Cl)C(=O)[C@H](CC(=O)N1CCCCC1)C2	0.3	-4	-9	5	x	1	x
18	Cc1n[nH]c(=O)nc1N/N=C/c1ccc(O)c([N+](=O)[O-])c1	x	9	-2	-1	x	-5	-10
19	C[C@@H]1CN([C@@H](C)CO)S(=O)(=O)c2ccc(C#CC3CC3)cc2O[C@H]1CN(C)C(=O)c1cccc(F)c1	-0.1	-3	11	6	-24	0	3
20	Cc1ccc(CNC(=O)c2nccnc2C(=O)O)cc1	0.0	0	-1	-2	10	11	x
21	O=C(NCC[C@H]1CC[C@H](NS(=O)(=O)c2ccc(F)cc2)[C@H](CO)O1)c1ccc2c(c1)OCO2	0.3	-2	-8	0	6	-2	0
22	CC(=O)c1cccc(NC(=O)COC(=O)C2CCCN2C(=O)c2cccs2)c1 (configuration not stated)	-0.6	-7	-5	x	4	-3	2
23	Cc1noc(C)c1NC(=O)N[C@H]1CC[C@H](CC(=O)NCc2ccc(Cl)c(Cl)c2)O[C@H]1CO	-0.3	-5	-4	0	1	3	1
24	Cc1ccc(S(=O)(=O)N2CCCCC2)cc1NC(=O)Cc1c[nH]c2ccccc12	x	2	-7	3	x	19	x
25	NC(=O)CCS(=O)(=O)c1ccc(Cl)cc1	-1.1	5	4	-3	-3	-1	0
26	C[C@H](CO)N1C[C@H](C)[C@H](CN(C)C(=O)Nc2ccccc2F)Oc2ncc(C#CCN(C)C)cc2C1=O	0.1	3	1	x	x	72*	x
27	Cc1nc(SCC(=O)N2CCNC2=O)c(C#N)c(C)c1C	0.0	21	6	x	1	-6	1
28	C[C@@H]1CN([C@@H](C)CO)C(=O)CCCn2cc(nn2)CO[C@H]1CN(C)CC1CC1	0.1	4	-17	-1	-3	3	-2
29	Cc1cc(NC(=S)N(Cc2ccc(Cl)cc2)Cc2ccc(C(=O)O)cc2)ccc1Cl	x	-2	2	5	1	-4	-2
30	COC(=O)C[C@@H]1C[C@@H]2c3cc(NC(=O)Nc4ccccc4)ccc3O[C@@H]2[C@@H](CO)O1	0.8	-1	25	2	-11	-5	0

Among those listed so far, 2 contain a thiophene ring, fused or not:
no.	SMILES	E-sel inducer	ERp5 inh	S100A4 MyoIIA	SIRT5 inh	C2C12 statin	DENV2 CPE	PglD DTNB
3	Cc1cnc(NC(=O)Cc2cccs2)s1	x	-6	-2	-2	x	6	x
22	CC(=O)c1cccc(NC(=O)COC(=O)C2CCCN2C(=O)c2cccs2)c1 (configuration not stated)	-0.6	-7	-5	x	4	-3	2

The results go on.
no.	SMILES	E-sel inducer	ERp5 inh	S100A4 MyoIIA	SIRT5 inh	C2C12 statin	DENV2 CPE	PglD DTNB
31	CC(C)(C)OC(=O)Nc1ncnc2c1ncn2C1OC(CO)C2OC(C)(C)OC21 (configuration not stated)	x	x	5	-4	2	1	-3
32	COc1ccc(NS(=O)(=O)c2ccc(C)c(C(=O)N3CCC3)c2)cc1	-2.8	1	-7	-5	23	-5	6
33	CO[C@H]1CN(C)C(=O)c2cc(NC(=O)C3CCCC3)ccc2OC[C@H](C)N(C)C[C@@H]1C	-0.2	-1	5	1	2	-3	4
34	Cc1cc(NC(=O)c2cccc(COc3ccc(Br)cc3)c2)no1	-0.1	3	-19	x	-33	11	-1
35	Cc1cc(NC(=O)c2cccc(Br)c2)no1	7.4	-3	-4	-2	x	-2	x
36	COc1cc(C(=O)N(Cc2ccc(C)o2)C2CCS(=O)(=O)C2)cc(OC)c1OC (configuration not stated)	x	5	-3	-4	-3	2	2
37	O=S(=O)(c1cccc2cccnc12)N1CCN(c2ccccn2)CC1	x	4	0	1	3	12	-4
38	O=C(NCCc1c[nH]c2ccccc12)C(=O)Nc1cc2c3c(c1)CC(=O)N3CCC2	0.0	-5	-3	-1	-14	-3	5
39	O=C1CCCCC1Sc1nnc(Nc2ccccc2)s1 (configuration not stated)	-1.8	-1	-2	2	2	0	1
40	O=C(Cc1cccnc1)N1CC(=O)N2[C@H](CO)[C@H](c3ccc(C#CC4CCCCC4)cc3)[C@@H]2C1	0.1	-7	x	5	x	-3	x
41	O=C(NCCC1=CCCCC1)c1cc2ccccc2oc1=O	x	4	-1	-6	x	-2	x
42	C/C(=N\NC(=O)C(N)=O)c1ccc2c(c1)OCCO2	x	5	1	-1	x	1	x
43	COc1ccc(C(C)=O)cc1COC(=O)CCC(=O)c1cccs1	x	6	5	0	-1	15	-6
44	CCCNC(=O)N[C@@H]1CC[C@@H](CCn2cc(-c3cccc(F)c3)nn2)O[C@@H]1CO	-0.1	-3	16	-1	-7	1	2
45	Cc1ccc(C(=O)NCCCNC(=O)c2cccnc2)cc1	0.0	5	-1	-7	-9	-2	-2
46	Cn1nnnc1SCCNCc1ccccc1OCc1ccc(Cl)cc1	-0.2	x	x	x	-9	x	0
47	Cc1ccc(NC(=O)CSc2ccc(-c3ccc(-n4cccn4)cc3)nn2)c(C)c1	x	6	-1	-3	14	6	1
48	CC(C)C(c1nnnn1C1CCCCC1)N1CCN(C(=O)c2ccco2)CC1 (configuration not stated)	40*	0	-1	0	16	2	4
49	O=C(NNC(=O)c1cc(Cl)ccc1O)c1ccc(NS(=O)(=O)c2cccs2)cc1	4.1	-2	-4	5	14	2	1
50	COc1cccc2sc(N3CCN(C(=O)c4cccs4)CC3)nc12	x	-2	11	-3	x	1	1
51	CN(Cc1ccccc1F)C(=O)c1ccc(NS(=O)(=O)c2ccc3[nH]c(=O)[nH]c3c2)cc1	-0.1	3	0	31*	9	6	0
52	Cc1cc(C)c(C#N)c(SCC(=O)Nc2cccc(S(=O)(=O)N3CCCC3)c2)n1	x	11	-2	0	-5	0	7
53	CC(C)N1CCCC(C)(C(=O)Nc2ccc3c(c2)OCO3)C1 (configuration not stated)	-0.2	6	3	-1	0	-13	-10
54	N#C/C(=N\Nc1ccc(S(=O)(=O)N2CCCCCC2)cc1)C(N)=S	x	-3	1	10	x	-1	x
55	COc1ccc(CNC(=O)CN(Cc2ccc(OC)cc2)C(=O)CCC(=O)Nc2ccccn2)cc1	x	4	-3	-2	-2	5	6
56	COc1ccc(/C=N/n2cnnc2)cc1Cn1nc(C)c([N+](=O)[O-])c1C	-8.4	-4	-10	1	x	-5	x
57	C/C=C/c1ccc([C@H]2[C@@H](CO)N(C(=O)COC)[C@H]2CNC(=O)C2CCC2)cc1	-0.3	1	4	-7	x	0	x
58	Cc1ccc(-c2nc3ccc(Br)cn3c2Cc2ccccc2)cc1	-0.1	2	-3	3	-16	6	7
59	C/C=C/c1cnc2c(c1)C(=O)N([C@H](C)CO)C[C@H](C)[C@@H](CN(C)C(=O)Cc1ccccn1)O2	0.8	2	0	1	10	3	2
60	N#Cc1nc(-c2cccs2)oc1NCCCN1CCOCC1	x	-1	-3	-70	-7	-3	0
61	O=C(COC(=O)c1cccs1)Nc1nc(-c2ccccc2)cs1	x	-1	3	-6	x	0	-3
62	CC(=O)c1ccc(NC(=O)CN2C(=O)NC3(CCc4ccccc43)C2=O)cc1 (configuration not stated)	x	1	-2	1	-1	-10	-2
63	COc1ccc(Br)cc1CN(C)CC(=O)NCCc1ccccc1	x	9	0	-3	5	0	-2
64	Cc1ccc(NC(=O)CNCc2ccccc2)cc1Br	x	6	5	-3	8	2	3
65	CC(Oc1cccc(Br)c1)C(=O)N1CCCN(C)CC1 (configuration not stated)	-0.5	1	1	1	1	8	4
66	COc1cc(C(=O)Nc2c(C)cc(C)cc2C)c([N+](=O)[O-])cc1OC	2.9	5	-1	-1	x	7	x
67	N#Cc1c2n(c3c(=O)n(Cc4ccccc4)cnc13)CCCC2	x	-1	-2	0	-3	10	2
68	Cc1cc(Cl)ccc1C(=O)C1CCCN(C(=O)c2cncs2)C1 (configuration not stated)	x	-2	6	10	0	19	8
69	CN1CCN(C(=O)C[C@H]2C[C@H]3c4cc(NC(=O)C5CCOCC5)ccc4O[C@H]3[C@H](CO)O2)CC1	-0.3	-4	7	-4	6	-3	1
70	COCc1nnc(NC(=O)c2ccc(S(=O)(=O)N3CCCc4ccccc43)cc2)o1	x	6	9	2	x	7	x
71	O=C(c1ccc([N+](=O)[O-])cc1)N1CCN(c2ncccn2)CC1	x	4	-2	1	-5	1	2
72	C[C@@H]1CN([C@@H](C)CO)C(=O)c2cc(NC(=O)c3ccccc3)ccc2O[C@@H](C)CCCCO[C@H]1CN(C)C(=O)Nc1cccc2ccccc12	x	-1	u	4	x	4	2
73	C#CCOC(=O)CN1C(=O)c2cccc3cccc(c23)C1=O	x	2	-1	-8	-3	-2	4

Bioassay records from PubChem BioAssay.
